# mHTT CaM bind = mutant huntingtin-calmodulin interaction inhibitors – biochemical, AlphaScreen, primary screen | P42858 | inhibition, % at 15 µM | 190,000 tested, 3.6% active | AlphaScreen His-mHTT/GST-CaM binding, luminescence | AID 1671202, 2021;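 note: 0% = both proteins with DMSO and 100% = one protein alone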
# Pf apPOL block = Pf-apPOL inhibitors, biochemical, fluorescence. inhibition, % at 10 µM. AID 1794808, 2022. Recombinant Pf-apPOL, molecular beacon fluorescence, 1.5 h. 210,000 tested, 0.25% active. Plasmodium falciparum apicoplast DNA polymerase (apPOL)
# An asterisk follows results filed as active; i = inactive; . = not tested or not shown. Cut-off read from the data, not from the text of the source: active = inhibition above about 50%; inactive = the rest.
SMILES,mHTT CaM bind,Pf apPOL block
O=C(NCCN1CCCCC1)c1cn2cc(Cl)ccc2n1,3,-4
Cc1ccc2c(c1)C1CC(C)(O2)N(c2cccc(Cl)c2)C(=O)N1 (stereo not drawn),-2,-5
O=C(C1CC1)N1CCc2cc(Br)cc(S(=O)(=O)NCCN3CCCCCC3)c21,5,-7
COc1cc(C2C(=C(O)c3ccc(Br)cc3)C(=O)C(=O)N2C)ccc1O (stereo not drawn),5,-26
Cn1c(N2CCCC(C(=O)Nc3ccccc3)C2)cc(=O)n(C)c1=O (stereo not drawn),-1,3
Cc1ccc2[nH]c3c(c2c1)CCCC3NCc1ccc(F)cc1 (stereo not drawn),57*,16
O=C(Nc1cccc(Br)c1)C1CCN(C(=O)c2cccc(Cl)c2)CC1,7,-1
O=C(NCc1csc(C2CCN(C(=O)C3CCCC3)CC2)n1)C1CC1,4,-1
CCOc1ccc(C(=O)Nc2ccc(F)cc2F)cc1Cl,-8,-3
Cc1ccc(NC(=O)C2CCN(C(=O)c3ccc(Cl)cc3Cl)CC2)cc1C,13,-2
CC1CCN(C(=O)C2CCCN(c3cnc4nccnc4c3)C2)CC1 (stereo not drawn),-1,4
COCCNC(=O)C1CCCc2c1[nH]c1ccccc21 (stereo not drawn),12,2
CCn1c(=O)c(N2CCC(NC(=O)NC)CC2)nc2ccccc21,3,-3
Cc1ccc(CN2CCC(O)CC2)cc1,-6,-10
COCC1=NC(Sc2c(-c3ccccc3)c3ccccc3[nH]c2=O)=NC(=O)C1,3,4
CC(C)c1ccc(NC(=O)Cn2cnc3c(oc4ccccc43)c2=O)cc1,-1,1
Cn1c(=O)c2c(nc(Oc3cc(Cl)ccc3Cl)n2C)n(C)c1=O,-2,-7
CCCC(C)(C)NC(=O)c1ccccc1,-11,-8
O=C(Nc1ccc(-c2nc3ccccc3o2)c(O)c1)c1ccc(Cl)cc1,-5,-5
S=C1SCN(C2CCCCC2)CN1Cc1ccccc1,-2,-9
Cc1c(C(=O)Nc2ccc(N(C)C)cc2)sc2nc(-c3ccccc3)cn12,14,-2
CC1(C)CC(=O)C2=C(C1)OC1=C(C(=O)CC(C)(C)C1)C2c1ccc(F)cc1F,-1,-4
O=C(O)c1nn2c(C(F)(F)F)cc(-c3ccccc3)nc2c1Cl,14,-2
COCCNC(=O)C1CCN(c2nc3ccc(-c4ccccc4F)nc3s2)CC1,-6,-9
CCOC(=O)N1CCC(NC(=O)C(=O)NC(C)(C)C)CC1,-14,-6

# Part of the list above, as labelled records:
> CCOc1ccc(C(=O)Nc2ccc(F)cc2F)cc1Cl
  mHTT CaM bind: -8; Pf apPOL block: -3

> S=C1SCN(C2CCCCC2)CN1Cc1ccccc1
  mHTT CaM bind: -2; Pf apPOL block: -9

> CC1(C)CC(=O)C2=C(C1)OC1=C(C(=O)CC(C)(C)C1)C2c1ccc(F)cc1F
  mHTT CaM bind: -1; Pf apPOL block: -4

> COCCNC(=O)C1CCCc2c1[nH]c1ccccc21 (stereo not drawn)
  mHTT CaM bind: 12; Pf apPOL block: 2

# Shown with each value named: part of the list above.
O=C(O)c1nn2c(C(F)(F)F)cc(-c3ccccc3)nc2c1Cl
  mHTT CaM bind = 14
  Pf apPOL block = -2
Cn1c(N2CCCC(C(=O)Nc3ccccc3)C2)cc(=O)n(C)c1=O (stereo not drawn)
  mHTT CaM bind = -1
  Pf apPOL block = 3

# Next section
SMILES,mHTT CaM bind,Pf apPOL block
Cc1c(C(=O)Nc2ccccc2)sc2ncn(Cc3ccccc3F)c(=O)c12,12,-12
CCCNCc1nc2sc3c(c2c(=O)[nH]1)CCC3,39,-3
CCCCOc1ccc(-c2[nH]ncc2Oc2ccccc2)c(O)c1,93*,-10
CCn1c(C2CCN(C(=O)Nc3ccccc3C(=O)OC)C2)nc2cccnc21 (stereo not drawn),11,-2
COc1ccc(CO/N=C/c2c(C)[nH]c(=O)[nH]c2=O)cc1,i,-1
COc1ccc(-n2c(CN3CCC(C)CC3)nc3ccc([N+](=O)[O-])cc3c2=O)c(OC)c1,13,5
COc1ccc(OC)c(C2=NOC(C(=O)N3CCN(c4ccccc4OC)CC3)C2)c1 (stereo not drawn),22,-2
CCC(=O)N1CCCC1c1nc2cc(-c3ccccc3F)ccc2o1 (stereo not drawn),18,-8
c1ccc2[nH]c(CCSCCc3nc4ccccc4[nH]3)nc2c1,17,-4
Cc1ccc(C)c(C(=O)c2ccccc2C(=O)O)c1,-2,-1
CC(C)Oc1ccc(CNC(=O)CN(c2ccc(F)cc2)S(=O)(=O)N(C)C)cc1,-2,-1
O=C(COc1ccc(Cl)cc1)N1CCC2(CC1)Nc1ccccc1-n1cccc12,93*,-2
COc1ccc(C2CCCN2C(=O)c2cccc(C(F)(F)F)c2)cc1 (stereo not drawn),5,-1
CC(=O)c1ccc(N=Nc2cc(C)c(N3Cc4ccccc4C3)cc2C)cc1,.,-1
FC(F)(F)c1nnc2n1N=C(c1ccc(Cl)c(Cl)c1)CS2,5,0
O=C(Nc1ccc(Cl)cc1F)N1CCc2nc3cc[nH]n3c(=O)c2C1,-7,-4
Cn1c(=O)c2c(nc3n(Cc4ccccn4)c(C45CC6CC(CC(C6)C4)C5)cn23)n(C)c1=O,3,-3
CCc1ccccc1NC(=O)CC1Sc2ccccc2NC1=O (stereo not drawn),-3,-8
Cc1c(-c2csc(/C(C#N)=C/c3ccco3)n2)c(=O)n(-c2ccccc2)n1C,7,-4
Cc1ccc(NC(=O)c2cnc(-c3ccccc3)nc2-c2ccncc2)cc1C,4,0
O=C(c1cccc(F)c1)N1CCN(S(=O)(=O)c2ccc([N+](=O)[O-])cc2)CC1,-2,7
NC(=O)c1oc2ccccc2c1NC(=O)CCCS(=O)(=O)c1ccc(Cl)cc1,4,-1
O=C(Nc1ccc(Cl)cc1Cl)[C@@H]1CC=C[C@@H]2CCN(C3CC3)C(=O)[C@@H]21,0,-2
CN1C(=O)Cc2cc(C(=O)NCc3cccs3)ccc21,-3,1
Cc1onc(-c2ccccc2Cl)c1C(=O)O,1,-5

# (more compounds)
SMILES,mHTT CaM bind,Pf apPOL block
Cc1noc(-c2ccccc2)c1CNc1nc(-c2ccccc2)nc2ccccc12,.,-10
COc1ccc(C(O)=C2C(=O)C(=O)N(CCCN(C)C)C2c2ccncc2)cc1OC (stereo not drawn),0,4
O=C(NCCCCNc1ccc(C(F)(F)F)cc1[N+](=O)[O-])c1ccc(Cl)cc1,30,-3
O=C(NNC(=O)NC1CCCCC1)NC1CCCCC1,-6,.
COc1cc(N2C(=O)NC3CC2(C)Oc2c(OC)cccc23)cc(OC)c1OC (stereo not drawn),-4,-4
COC(=O)c1ccccc1NC(=O)CSc1ncnc2c1oc1ccccc12,-11,-10
CCOc1ccc(NC2=CC(=O)CC(c3ccc(Cl)cc3)C2)cc1 (stereo not drawn),-7,-4
Cc1ccc(S(=O)(=O)Oc2ccc(-c3ccc(OS(=O)(=O)c4ccc(C)cc4)cc3)cc2)cc1,.,-4
CCCCCCN1C[C@@H](O)[C@H](n2cc(-c3ccc(F)cc3)nn2)C[C@@H]1c1ccc(OC)cc1,0,1
CS(=O)(=O)Nc1ccc(C2=NN(C(=O)c3ccc(Cl)cc3)C(c3ccco3)C2)cc1 (stereo not drawn),24,4
CC1CN(C(=O)c2ccsc2)CC1c1nc(-c2ccccc2)no1 (stereo not drawn),6,-2
Cc1ccccc1OCC(=O)O/N=C(\N)Cc1cccs1,i,-15
CCCOC(=O)c1ccc(Oc2c(C(F)(F)F)oc3cc(OC(=O)N(C)C)ccc3c2=O)cc1,3,-7
CCCN(CCO)Cc1c(Cl)cccc1Cl,-4,0
COc1ccc(-c2cn3cccc(OCc4ccc(Cl)c(Cl)c4)c3n2)cc1,.,-9
O=C(Nc1ccccc1Cl)c1c(O)c2cccnc2n(-c2cccc(F)c2)c1=O,-7,2
Cc1nc(S(=O)(=O)N2CCC(Nc3cccnc3)C2)cn1C (stereo not drawn),-4,-4
COC(CNc1ncnc2c1cnn2-c1ccccc1)OC,14,-4
O=C(Nc1ccccc1)Nc1nccn(-c2cccc(Cl)c2)c1=O,-3,-3
c1ccc(Cn2ccc3ccccc32)cc1,-71,-1
CC1(C)Cc2ccccc2C(Sc2ccc(N)cc2)=N1,32,-1
CCOc1ccccc1C1C2=C(CCCC2=O)Nc2nc(SC)nn21 (stereo not drawn),-2,-44
CN1C(=O)S/C(=C\c2cn(Cc3ccc([N+](=O)[O-])cc3)c3ccccc23)C1=O,3,-2
Cn1c(=O)[nH]c(=O)c2c1nc(Br)n2CCO,-1,-10
Cc1ccc(NC(=O)C2CCCN(c3cnn(C)c(=O)c3)C2)cc1 (stereo not drawn),-9,2

# Further records follow.
SMILES,mHTT CaM bind,Pf apPOL block
COc1cccc(CNC(=O)C2CC(=O)N(c3ccc(F)c(Cl)c3)C2)c1 (stereo not drawn),-8,-3
CCc1ccc(OCC(=O)O)cc1,-4,0
COc1ccc(OC)c(/C=C2/N=C(c3cccc(C)c3OC)OC2=O)c1,12,-1
COc1ccc(C(=O)Nc2ccc(S(=O)(=O)N3CCCC3)cc2)cc1[N+](=O)[O-],-6,3
CCn1c(=O)oc2cc(-c3noc(-c4cc(F)ccc4F)n3)ccc21,3,-1
Cc1ccc(C2(O)NC(S)=C(C#N)C(c3ccc(F)cc3)C2[n+]2ccccc2)cc1 (stereo not drawn),82*,0
CCC(=O)N1CCc2cc(N3CC(C(=O)NCc4ccccc4)CC3=O)ccc21 (stereo not drawn),2,-4
CC(=O)NS(=O)(=O)c1ccc(NC(=O)c2cc(-c3ccc(C)c(C)c3)nc3ccccc23)cc1,14,-8
Cn1c(=O)c2c(nc(NCCOCCO)n2Cc2ccc(Cl)cc2)n(C)c1=O,8,3
CCc1ccc(C(=O)N(Cc2ccccc2)C(C)C)cc1,.,0
O=C(NCc1cccc(F)c1)N1CCc2nc3cc[nH]n3c(=O)c2C1,4,-2
COc1ccc(NC(=O)c2cc3c(CO)cnc(C)c3oc2=Nc2ccc(OC)cc2OC)cc1,2,0
O=C(NCc1ccco1)c1c(O)c2cccc3c2n(c1=O)CC3,3,1
O=C(O)C1CC=CCC1C(=O)NC1CCCCC1 (stereo not drawn),-3,12
CCNC(=O)c1nc(-c2ccc(N3CCCCC3)cc2)no1,-12,-2
COCCN1CCC(N2CCCN(S(=O)(=O)c3ccc(F)c(Cl)c3)CC2)C1=O (stereo not drawn),26,4
Cc1ccc(C(=O)N2CCC(CC(=O)NCCCN3CCCCC3C)CC2)cc1 (stereo not drawn),11,-3
NC(N)=NS(=O)(=O)c1ccc(Nc2c([N+](=O)[O-])c3nonc3c3nonc23)cc1,1,-5
COc1ccc(-c2nc(NC(C)=O)c3c(=O)oc4ccccc4c3n2)cc1OC,2,2
O=C(NCCCN1CCOCC1)C1c2ccccc2CC(=O)N1Cc1ccccc1 (stereo not drawn),2,2
CC(C)n1cc(-c2noc(-c3ccccc3Cl)n2)c(=O)n(Cc2ccccc2)c1=O,.,-6
Cc1ccc(CS(=O)(=O)N2CCc3c(c(COCc4cccc(F)c4)nn3C)C2)cc1,3,-1
CCCn1cnc2c1c(=O)n(Cc1ccccc1)c(=O)n2-c1ccc(F)cc1,13,2
COc1ccccc1/C=C/C=C1\N=C(c2ccc(C)c([N+](=O)[O-])c2)OC1=O,12,24
CCOCCCNC(=O)c1ccc2c(c1)ncn2-c1ccc(C)cc1C,-1,30

# Quoted from the listing for reference:
SMILES,mHTT CaM bind,Pf apPOL block
COc1cccc(CNC(=O)C2CC(=O)N(c3ccc(F)c(Cl)c3)C2)c1 (stereo not drawn),-8,-3
CCc1ccc(OCC(=O)O)cc1,-4,0
COc1ccc(OC)c(/C=C2/N=C(c3cccc(C)c3OC)OC2=O)c1,12,-1
COc1ccc(C(=O)Nc2ccc(S(=O)(=O)N3CCCC3)cc2)cc1[N+](=O)[O-],-6,3
CCn1c(=O)oc2cc(-c3noc(-c4cc(F)ccc4F)n3)ccc21,3,-1
Cc1ccc(C2(O)NC(S)=C(C#N)C(c3ccc(F)cc3)C2[n+]2ccccc2)cc1 (stereo not drawn),82*,0

# New compounds follow:
SMILES,mHTT CaM bind,Pf apPOL block
CCc1ccc(N(CC(=O)NCc2ccccc2OC)S(C)(=O)=O)cc1,2,0
O=c1c2scc(-c3cccc(F)c3)c2ncn1Cc1cccnc1,-6,-7
O=C(COc1ccc(I)cc1)Nc1ccccc1-c1ccccc1,-40,-4
O=C(Cc1cccc(Cl)c1)Nc1cc(-c2ccsc2)no1,-17,4
CC(C)(C)c1cc(=O)n2[nH]c(N)nc2n1,8,-1
COc1ccc(NC(=O)c2ccc(Oc3ccc(C(F)(F)F)cc3[N+](=O)[O-])cc2)cc1,-1,-2
Cc1cc(=O)oc2c1c(C)nn2-c1cc(Cl)ccc1[N+](=O)[O-],4,2
CCSc1ccccc1C(=O)NCC(O)Cc1ccccc1 (stereo not drawn),-12,-5
Cc1onc(-c2ccccc2Cl)c1C(=O)NCCc1ccc(S(N)(=O)=O)cc1,-9,-4
CC(C)(C)NCc1ccc([N+](=O)[O-])cc1,1,-1
Cc1ccc(-c2nnc(N3CCC(C(=O)NCCC(C)C)CC3)o2)cc1,6,0
O=C1NC(=Nc2cccc(C(=O)O)c2)S/C1=C\c1ccc(-c2ccc(C(=O)O)cc2)o1,26,5
O=C(NCc1ccc(Cl)cc1)c1cccnc1,-2,8
COc1cccc(Cn2cc(S(=O)(=O)N3CCCC3)ccc2=O)c1,-3,-3
O=C(NCCCc1ccccc1)c1cnc2n(c1=O)CCS2,2,0
O=C(CCc1nnc(-c2ccc(F)cc2)[nH]c1=O)NC1CC1,2,1
Brc1ccc(Cn2ccc(-n3cnnn3)n2)cc1,-9,.
C=CCNC(=O)c1cc2c(=O)n3cccc(C)c3nc2n(CCCn2ccnc2)c1=N,6,-6
CCC(=O)Nc1cc(-c2nn(C)c(=O)c3ccccc23)ccc1OC,2,0
CC(C)n1cnnc1C1CCN(Cc2ccoc2)CC1,6,1
COc1ccc(C(=O)CSc2nnc(NC(=O)CN(C)S(C)(=O)=O)s2)cc1,-8,-5
COCCCNC(=O)N1CCCCCC1c1cccs1 (stereo not drawn),-4,4

# Random draw from the library (roughly 3.6% active in at least one column).
